Salmonella PhoP GFP = PhoP regulon inhibitors, Salmonella typhi PhoP promoter GFP reporter, confirmatory (AID 1850); 0.33% of 310,000 active; Salmonella Typhi PhoP-promoter GFP reporter, fluorescence, 4 h; higher % means a stronger effect; one-dose inhibition, % at 50 µM; IC50 in µM for titrated hits; in the data active = a potency from the dose series; inconclusive = inhibition mostly from about 25% at the one dose, without a potency; inactive = the rest, 99 in 100 with inhibition below about 19%;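 also: 0% = induced wells with vehicle and 100% = uninduced wells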
H37Rv inhibition = M. tuberculosis growth inhibition, HTS (AID 449762). M. tuberculosis H37Rv growth inhibition, 7H9 media; higher % means a stronger effect. inhibition, % at 25 µM, or IC50 in µM where a hit was titrated. 0.59% of 330,000 active; in the data active = a potency from the dose series; inconclusive = inhibition above about 70% without an active follow-up result;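 also: bacterial growth assessed after seven days of incubation; strong numbers were not always called active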
M. tuberculosis = growth inhibition of non-replicating M. tuberculosis (AID 488890); Mycobacterium tuberculosis non-replicating, growth inhibition; higher % means a stronger effect; inhibition, % at 25 µM; hits with a dose series show IC50 in µM; 0.39% of 320,000 active; in the data active = a potency from the dose series; inconclusive = inhibition mostly from about 82% at the one dose, without a potency; inactive = the rest, 99 in 100 with inhibition below about 76%;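 also: plate controls were DMSO cells for no effect and high antibiotic wells for full effect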
H1N1 NS1A inhibition = H1N1 influenza NS1A inhibitors, functional cell based assay (AID 504329); NS1A functional cell-based assay, percent inhibition; higher % means a stronger effect; inhibition, % at 12.5 µM; hits with a dose series show IC50 in µM; 0.3% of 340,000 active; in the data active = a potency from the dose series; inconclusive = inhibition above about 27% without an active follow-up result; also: strong numbers were not always called active
inhibitors of VEEV = inhibitors of VEEV TC-83 cytopathic effect, confirmation, Vero cells (AID 588727). inhibition, % at 20 µM; hits with a dose series show IC50 in µM. 0.13% of 350,000 active. Vero cells, VEEV TC-83 cytopathic effect inhibition; higher % means a stronger effect; in the data active = a potency from the dose series; inconclusive = inhibition mostly from about 14% at the one dose, without a potency; inactive = the rest, 99 in 100 with inhibition below about 12%; also: strong numbers were not always called active
inhibitors of VEEV 10K pilot screen = second read-out of inhibitors of VEEV, no call of its own (marks repeat the call); inhibition, %; measured here: 10K pilot screen inhibition
* marks the source's active call; other numbers are inactive results; i = inactive; ? = inconclusive; . = not tested or not shown.

SMILES	Salmonella PhoP GFP	H37Rv inhibition	M. tuberculosis	H1N1 NS1A inhibition	inhibitors of VEEV	others
COCCn1c(=N)c(C(=O)NCc2ccco2)cc2c(=O)n3ccccc3nc21	-1%	-6%	1%	10%	1.4%
COc1cccc(N2CCN(CC(=O)Nc3ccccc3C(=O)NCc3ccccc3)CC2)c1	.	47%	59%	-17%	5.8%
CCCCNC(=O)CSc1nc2cc3c(cc2c(=O)n1CCC(=O)NCCc1ccc(OC)c(OC)c1)OCO3	1%	10%	-3%	1%	1.6%
COCCNC(=O)CN(CCc1ccccc1)S(=O)(=O)c1ccc(OC)cc1	-11%	-18%	3%	-2%	i
COc1cccc(-n2c(Cc3cc(=O)[nH]c(=O)[nH]3)nnc2SCC(=O)N2CCCC2)c1	1%	-4%	-15%	3%	3.9%
O=C(O)c1cccc(NC(=S)NC(=O)c2ccncc2)c1	2%	1%	15%	11%	0.4%
COc1ccc(OC)c(N(CC(=O)N2CCCC2)S(=O)(=O)c2ccccc2)c1	-14%	4%	-10%	-10%	0.1%
O=C(O)CC(c1ccc(Cl)cc1)n1cccc1 (stereo not given)	-8%	-3%	11%	-7%	3.7%
CCOC(=O)CSc1nnc(NC(=O)CN2CCCCC2)s1	0%	2%	13%	-2%	i
CCOc1ccc(-c2cc(C(=O)NN3CCN(C)CC3)c3cc(Cl)ccc3n2)cc1	-8%	-2%	25%	.	.
O=C(COC(=O)C1CC(=O)N(Cc2ccco2)C1)c1ccc(OC(=O)c2ccccc2)cc1 (stereo not given)	-9%	6%	77%	1%	6.0%
COc1ccccc1C(=O)NCC(=O)N1CC=C(c2ccccc2)CC1	.	-9%	-2%	-11%	1.8%
O=C(CCN1C(=O)c2ccccc2C1=O)N(CCO)Cc1ccccc1	-8%	.	.	12%	0.1%
CC(=O)Oc1ccc(-c2nc3ccccc3c(=O)o2)cc1	-7%	16%	?	-3%	0.7%
Cc1sc2ncnc(N3CCC(C(=O)NNC(=O)c4ccc(F)cc4)CC3)c2c1C	4%	66%	18%	3%	8.9%
CN(CC(=O)Nc1ccccc1C(F)(F)F)C(=O)CC1OC(=O)c2ccccc21 (stereo not given)	-1%	-11%	-18%	-2%	5.7%
COc1ccc(C(=O)Nc2ccc(OCc3ccccc3)cc2)cc1[N+](=O)[O-]	-5%	-4%	1%	-3%	0.2%
O=C(CCN1C(=O)COc2ccccc21)NCCCN1CCN(c2ccc(F)cc2)CC1	-2%	-2%	1%	11%	1.5%
COC(=O)C(CC(C(=O)OC)C(=O)OC)C(=O)OC	1%	3%	-6%	2%	0.3%
Cc1c(CCC(=O)N[C@@H](C)C(=O)O)c(=O)oc2c(C)c3oc4c(c3cc12)CCCC4	-2%	-1%	-5%	1%	i
O=C(Nc1ccccn1)c1cccc(S(=O)(=O)N2CCCc3ccccc32)c1	.	8%	.	-1%	7.2%
CCc1cccc(C)c1N=Cc1c(O)c2ccccc2oc1=O	-4%	6%	68%	-6%	2.7%
CN(c1ccccc1C(=O)Nc1ccc(S(=O)(=O)N2CCCCC2)cc1)S(C)(=O)=O	3%	6%	4%	1%	i
C=CCOc1ccc(C=Nc2ccc(C)c(Cl)c2)c(O)c1	-1%	?	69%	-4%	1.1%
O=C(NCC(c1cccnc1)N1CCN(c2ccccc2)CC1)C1CCCCC1 (stereo not given)	1%	-6%	-8%	-2%	i
CC(=O)C(C)Oc1ccc2c3c(c(=O)oc2c1)CCCCC3 (stereo not given)	-2%	0%	19%	-7%	i
O=C(NCc1ccccc1)c1cc(=O)c2ccccc2o1	-3%	8%	65%	2%	0.3%	inhibitors of VEEV 10K pilot screen=2.1
COc1ccc(-n2c(CNC(=O)COc3ccc(Cl)cc3Cl)n[nH]c2=S)cc1	0%	0%	-14%	-3%	0.2%
C[C@H](CO)N1C[C@H](C)[C@@H](CN(C)Cc2ccc(Cl)c(Cl)c2)Oc2c(NS(=O)(=O)c3cccs3)cccc2C1=O	.	11%	40%	-12%	4.5%
COc1cccc(C(O)C2OC(=O)c3ccccc32)c1OC (stereo not given)	-4%	-6%	-10%	.	2.3%
CN(C)c1cccc(C(=O)NC2CCCCCC2)c1	-4%	-4%	47%	-5%	1.9%
CC1(C)CC(=O)C(C2=NC(C)(C)Cc3ccccc32)=C(O)C1	-6%	-8%	-1%	-3%	3.2%
COc1cc2nc(COc3ccc(C#N)cc3)n(CC#N)c(=O)c2cc1OC	3%	-11%	-11%	-14%	8.7%
COC(=O)c1cccc(-c2ccc(/C=N/N3C(=O)C4C5C=CC(C6CC56)C4C3=O)o2)c1 (stereo not given)	11%	?	23%	-1%	0.3%
COc1ccc(OCC(=O)O/N=C(\N)c2ccc(OC)c(OC)c2)cc1	0%	10%	59%	-4%	2.9%
C=CCn1c(C)c(C(C)=O)c(SC)nc1=S	26%	7%	12%	5%	0.6%
O=C(O)CCC(=O)NNC(=O)CCC1CCCCC1	7%	1%	1%	0%	0.6%
C/C(=N/N=C1/NC(=O)CC(C(=O)O)S1)c1ccccc1 (stereo not given)	0%	-11%	-4%	-12%	0.1%
NC(=O)COc1c(-c2ccccc2)oc2ccccc2c1=O	-1%	-17%	-1%	-4%	0.6%
CC(C)N(CC(N)=O)c1ncnc2sc(-c3ccccc3)cc12	-12%	1%	11%	3%	2.5%
CC1=C(C#N)C(c2ccc(O)cc2)C2=C(CCCC2=O)N1 (stereo not given)	1%	-2%	-6%	-5%	i	inhibitors of VEEV 10K pilot screen=1.3
CC1CCCN(S(=O)(=O)c2ccc(C(=O)Nc3nnc(-c4ccccc4Cl)o3)cc2)C1 (stereo not given)	1%	-12%	?	1%	8.9%
COc1cc(NC(=O)c2cc3nc(C4CC4)cc(C(F)(F)F)n3n2)c(OC)cc1Cl	-1%	-5%	26%	-5%	2.2%
Cc1onc(-c2ccccc2)c1C(=O)N/N=C/C=C/c1ccccc1	-9%	9%	-22%	.	0.8%
CCCn1nc(C(=O)N2CCN(S(=O)(=O)c3ccc(C)c(C)c3)CC2)c2ccccc2c1=O	.	13%	43%	-6%	5.1%
COc1ccc(-c2[nH]ncc2CN(C)CC2CCCCO2)cc1F (stereo not given)	-11%	-3%	7%	-11%	i
O=[N+]([O-])c1ccccc1S(=O)(=O)Oc1ccc(/C=N/n2cnnc2)cc1	0%	-2%	23%	-3%	3.9%
CN(C(=O)COC(=O)c1cc(=O)[nH]c2ccccc12)c1ccccc1	.	-3%	12%	0%	i
Oc1cc(O)c(CN2CCOCC2)cc1CN1CCOCC1	.	.	.	-16%	2.0%
CCC1SC(CC)C(=O)N(CC(=O)Nc2ccc3c(c2)OCO3)C1=O (stereo not given)	-7%	-10%	5%	-2%	2.4%
CSc1nc(N)nc(C2CC2)n1	-1%	6%	0%	1%	1.9%
C#CCOCCOCCOCCNc1nc(N2CCN(C(=O)C(Cc3cc4ccccc4[nH]3)n3cc(C(N)Cc4ccc(O)cc4)nn3)CC2)nc(N2CCN(C(=O)C(CCC(=O)O)n3cc(C(N)C(C)CC)nn3)CC2)n1 (stereo not given)	-4%	-4%	27%	8%	0.9%
O=C(N/N=C/C=C/c1ccccc1[N+](=O)[O-])c1cc(-c2cccnc2)nc2ccccc12	-6%	5%	-8%	-4%	0.7%
COC(=O)Cc1ccc(NC(=S)NN2CCOCC2)cc1	-17%	-2%	1%	-1%	0.3%
CC(C)[C@H](NC(=O)C1CCN(S(=O)(=O)c2ccccc2)CC1)C(=O)NCc1ccncc1	1%	13%	3%	0%	2.4%
Cc1ccc(-n2ncc3c(=O)[nH]c(SCC(=O)N4CCC(C)CC4)nc32)cc1C	.	.	.	-5%	i
Cc1csc2c(N3CCN(C(=O)NC(C)(C)C)CC3)ncnc12	5%	-6%	15%	-13%	3.9%
CC(C)(CO)CNC(=O)c1ccc(OC2CCN(C(=O)C3CC3)CC2)cc1	4%	-2%	1%	-5%	0.7%
COc1ccc(NC(=O)Cn2cc(C(=O)c3ccco3)c3ccccc32)cc1	0%	6%	10%	10%	9.6%
CC[C@]12c3[nH]c4ccc(Cl)cc4c3CCN1C(=O)[C@@H](CC(=O)NCc1ccc(OC)c(OC)c1)C[C@@H]2C(=O)N1CCN(C(=O)C2CC2)CC1	.	.	.	-10%	0.8%

(more compounds)
SMILES	Salmonella PhoP GFP	H37Rv inhibition	M. tuberculosis	H1N1 NS1A inhibition	inhibitors of VEEV	others
C/C(=N\OC(=O)c1ccccc1F)c1nccs1	3%	-9%	13%	-5%	i
CCn1cc(C(=O)c2cccs2)c2ccccc21	-1%	17%	20%	13%	0.6%
O=C(O)CC(NC(=O)C(c1ccccc1)c1ccccc1)c1cccc([N+](=O)[O-])c1 (stereo not given)	7%	-7%	-10%	-2%	i
O=C(CN1C(=O)NC(c2ccccc2)(c2ccccc2)C1=O)Nc1ccc2[nH]c(=O)[nH]c2c1	10%	3%	12%	8%	0.4%
COc1ccc(Cn2nc(C(=O)O)c3ccccc3c2=O)cc1F	5%	7%	8%	-5%	0.7%
CSCCC(NC(=O)/C(=C\c1ccco1)NC(=O)c1ccco1)C(=O)O (stereo not given)	-7%	3%	-29%	-11%	0.6%
COc1ccccc1CNC(=O)COC(=O)C12CC3CC(CC(O)(C3)C1)C2	.	-13%	-13%	-2%	1.1%
OCc1nc2ccccc2n1/N=C/c1cccs1	-3%	-2%	-12%	-20%	1.1%
CCCOc1ccc(CCC(=O)N/N=C/c2ccc([N+](=O)[O-])o2)cc1	3%	?	4.2µM*	14%	0.9%
O=C(O)C1C2CCC(C2)C1C(=O)NCCC1=CCCCC1 (stereo not given)	19%	0%	8%	1%	i
Cc1nnc(NC(=O)c2cccc(S(=O)(=O)N(C)c3cccc(Cl)c3)c2)s1	.	-7%	49%	-15%	2.7%
COc1ccccc1N(CC(O)Cn1c(C)nc2ccccc21)S(=O)(=O)c1ccccc1 (stereo not given)	-3%	8%	54%	-2%	9.6%
CC(C)CN(C(=O)COC(=O)CSc1ccc(Br)cc1)C1CCS(=O)(=O)C1 (stereo not given)	.	.	.	8%	i
CSc1ccc(/C=C2/C(=N)N3N=C(CC(=O)N4CCCC4)SC3=NC2=O)cc1	5%	0%	-17%	-3%	0.4%
O=C(NCC1CCCO1)C(=O)N/N=C\c1ccc2c(c1)OCO2 (stereo not given)	-2%	-1%	4%	7%	0.5%

Compounds listed so far with a nitro group on carbon:
SMILES	Salmonella PhoP GFP	H37Rv inhibition	M. tuberculosis	H1N1 NS1A inhibition	inhibitors of VEEV	others
COc1ccc(C(=O)Nc2ccc(OCc3ccccc3)cc2)cc1[N+](=O)[O-]	-5%	-4%	1%	-3%	0.2%
O=[N+]([O-])c1ccccc1S(=O)(=O)Oc1ccc(/C=N/n2cnnc2)cc1	0%	-2%	23%	-3%	3.9%
O=C(N/N=C/C=C/c1ccccc1[N+](=O)[O-])c1cc(-c2cccnc2)nc2ccccc12	-6%	5%	-8%	-4%	0.7%
O=C(O)CC(NC(=O)C(c1ccccc1)c1ccccc1)c1cccc([N+](=O)[O-])c1 (stereo not given)	7%	-7%	-10%	-2%	i
CCCOc1ccc(CCC(=O)N/N=C/c2ccc([N+](=O)[O-])o2)cc1	3%	?	4.2µM*	14%	0.9%

Next section.
SMILES	Salmonella PhoP GFP	H37Rv inhibition	M. tuberculosis	H1N1 NS1A inhibition	inhibitors of VEEV	others
Cc1cc(NC(=O)C(C)C)ncc1NC(=O)CCc1ccccc1	6%	0%	0%	1%	0.2%
CN1CCN(C(=S)Nc2ccc([N+](=O)[O-])cc2)CC1	1%	-2%	-14%	3%	0.7%	inhibitors of VEEV 10K pilot screen=0.1
CCOC(=O)c1cc(-c2ccc(F)cc2)n(CC(=O)NCc2ccccn2)c1C	-6%	-2%	-7%	-3%	0.7%
COc1ccc(Cl)cc1NC(=O)CN(C)CC(=O)Nc1ccc2c(c1)OCO2	.	.	.	-6%	9.7%
CCCn1c(SCC(=O)Nc2cccc(Cl)c2Cl)n[nH]c1=O	-5%	1%	0%	-8%	0.9%
O=c1cc(CSc2nnc(-c3ccco3)o2)c2ccccc2[nH]1	-10%	0%	17%	-5%	0.2%	inhibitors of VEEV 10K pilot screen=1.6
COc1ccc(S(=O)(=O)N(C)c2ccc(C(=O)NCCC(C)C)cc2)cc1	-3%	-1%	22%	-2%	2.8%
O=c1[nH]c2ccccc2c2cn(-c3ccccc3)nc12	11%	1%	-5%	-3%	0.8%
Cc1ccc(CNC(=O)c2cccc3c2C(=O)c2ccc(N4CCOCC4)cc2S3(=O)=O)cc1	.	1%	2%	-13%	8.4%
COc1ccc(CCN(C)c2ccc(S(=O)(=O)N3CCCC3)cc2[N+](=O)[O-])cc1OC	-8%	1%	10%	15%	0.2%
